14-3-3 PPI: modulators of human 14-3-3 gamma - Raf peptide interaction | FP, 14-3-3gamma / TMR-pS259-Raf peptide binding | inhibition, % at 40 µM | 160,000 compounds, 0.19% hits | AID 422; in the data active means inhibition above about 30%;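 further: 0% = protein plus tracer without compound and 100% = blank with tracer alone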
Target sequence (P61981 whole entry, looked up): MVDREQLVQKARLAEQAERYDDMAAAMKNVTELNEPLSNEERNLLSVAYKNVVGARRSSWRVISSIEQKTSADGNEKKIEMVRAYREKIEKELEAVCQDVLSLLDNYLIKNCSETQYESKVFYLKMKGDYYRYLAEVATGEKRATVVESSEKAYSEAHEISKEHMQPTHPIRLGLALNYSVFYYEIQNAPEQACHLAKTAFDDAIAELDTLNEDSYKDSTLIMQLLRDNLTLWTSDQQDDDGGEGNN
An asterisk follows results filed as active; & = joins results of further samples. An excerpt; rates above refer to the full screens.

SMILES	14-3-3 PPI
Cc1ccc(-n2c(C=Cc3ccc(OC(F)F)cc3)nc3ccccc3c2=O)cc1	-3
Cc1ccc(-n2c(C=Cc3cccnc3)nc3ccccc3c2=O)cc1	20
CC1N=C(c2ccccc2)c2ccccc2N(CC(=O)NCc2ccccc2)C1=O (stereo unspecified)	-2
CCOc1ccc(-n2c(C=Cc3ccccc3)nc3ccccc3c2=O)cc1	4
COc1ccc2c(CCN)c[nH]c2c1	3
C=CCN1C(=O)C2(C(C(=O)OC)=C(N)OC3=C2C(=O)CCC3)c2ccccc21 (stereo unspecified)	7
Cc1cccn2c(NCC3CCCO3)c(C(C)C)nc12 (stereo unspecified)	8
CCC/C(=N\O)c1c[nH]c2ccccc12	4
Cc1ccc(S(=O)(=O)C2(C(=O)N3CC4CC(C3)c3cccc(=O)n3C4)CC2)cc1 (stereo unspecified)	-7
Cc1nc2ccccc2c(=O)n1-c1cccnc1	0
COC(=O)CCCNC(=O)CN1CC(c2ccccc2)CC1=O (stereo unspecified)	-6
CCN1CCN(c2nc3c(c(=O)[nH]2)CCCC3)CC1	-8

The list goes on; the last 2 above are carried over.
SMILES	14-3-3 PPI
COC(=O)CCCNC(=O)CN1CC(c2ccccc2)CC1=O (stereo unspecified)	-6
CCN1CCN(c2nc3c(c(=O)[nH]2)CCCC3)CC1	-8
CC(C)=CCSc1nnc([C@@H](N)Cc2c[nH]c3ccccc23)o1	-3
CC(=O)c1cccc(OCC(O)CN2CC=C(c3ccccc3)CC2)c1 (stereo unspecified)	0
O=C(Cn1c(=S)[nH]c2ccccc2c1=O)N1CC2CC(C1)c1cccc(=O)n1C2 (stereo unspecified)	4
C=C1N2CCC(CC2)C1(O)c1ccccc1C (stereo unspecified)	3
C[C@H]1CCC[C@H](O)CCCCCc2cc(O)cc(O)c2C(=O)O1	-10
CCCCn1c(NC(=O)c2ccco2)c(C(=O)OCC)c2nc3ccccc3nc21	-11
CCOc1cc(CNCCc2ccccc2F)ccc1OC	-7
O=[N+]([O-])c1n[nH]c([N+](=O)[O-])n1	-8
Cc1ccc(CN2C(=O)C(C)N=C(c3ccccc3)c3cc(Cl)ccc32)cc1 (stereo unspecified)	-9
Cc1nn(-c2ccccc2)c2c1C(c1ccc(Cl)cc1)SCC(=O)N2 (stereo unspecified)	4
NC(N)=Nc1ccc2[nH]c3c(c2c1)C[C@@]1(O)[C@H]2Cc4ccc(O)c5c4[C@@]1(CCN2CC1CC1)[C@H]3O5	-10
CCOc1ccc(-n2c(CC)nc3ccccc3c2=O)cc1	3
O=c1oc2ccccc2c(O)c1C(c1ccsc1)c1c(O)c2ccccc2oc1=O	-8
Cc1cc(OCC(=O)Nc2c(C)n(C)n(-c3ccccc3)c2=O)c2c3c(c(=O)oc2c1)CCC3	-2
N#Cc1ccccc1Cn1cc(C(=O)c2ccco2)c2ccccc21	-10
c1ccc(CCN2CCC(N3CCN(c4ccccc4)CC3)CC2)cc1	1
CN1CCC2(CC1)NC(=O)C1=C(CN(C)CC1)N2	-5
COc1ccc2c(c1OC)C(=O)OC2c1c(O)n(C2CCCCC2)c(=O)[nH]c1=O (stereo unspecified)	-9
Fc1ccc2c(c1)nnn2C1CCN(Cc2nnnn2CCc2ccccc2)CC1	-12
Cc1cc(OCC(=O)c2ccc(Cl)cc2)c2c3c(c(=O)oc2c1)CCCC3	-7
O=C1c2ccccc2NC(c2ccccc2F)N1c1ccccc1 (stereo unspecified)	-8
CN(C)c1nc(OCCNC(=O)COc2ccc(Cl)cc2Cl)nc(N2CCCCC2)n1	1
COC(=O)CC1=C(C(=O)OC)C2(C(=O)Nc3ccccc32)C(C(=O)OC)=C(N)O1 (stereo unspecified)	-10
Cc1ccc(S(=O)(=O)N2CCCC(C(=O)N3CCC4(CC3)OCCO4)C2)cc1 (stereo unspecified)	-6
O=c1c2ccccc2nc(C=Cc2ccccc2F)n1-c1ccc(O)cc1	-10
Cc1c2cnn(CC(=O)N3CCC4(CC3)OCCO4)c(=O)c2c(C)n1Cc1ccc(F)cc1	-7
CC1(C)CC(n2[nH]c(=O)c3c2NC(=O)CSC3c2ccccc2)CCO1 (stereo unspecified)	1
COc1ccc(Br)cc1CN1CCN(C(=O)COc2ccccc2)CC1	-4
CCCCCCOc1ccc(CN2CCN(CCO)CC2)cc1	-2
COc1ccc2[nH]cc(CCN)c2c1	-6&-1
CC12CN3CC(C)(CN(C1)C3c1ccncc1)C2=O (stereo unspecified)	-6&-2
O=c1[nH]c2ccc(Br)cc2c(=O)n1-c1cccc(Cl)c1	0
CCN(CC)C(=O)c1ccc(NC(=O)Cn2nc(C)c3ccccc3c2=O)cc1	-7&6
COc1cc(C(=O)OC2CC3CCC(C2)N3C)cc(OC)c1OC (stereo unspecified)	6
C[N+]1(C)[C@@H]2CC[C@H]1CC(OC(=O)C(CO)c1ccccc1)C2 (stereo partly specified)	-3&7
Cc1ccc2nc(N3CCC(C(=O)N4CCC5(CC4)OCCO5)CC3)sc2c1	0
CCn1c(O)c(C=NCCc2c[nH]c3ccccc23)c(=O)[nH]c1=O	-7
COc1ccc2c(c1)[C@@]13CCCC[C@H]1[C@@H](C2)NCC3	-1
CCOC(=O)C1CCCCC12C(C#N)=C(N)Oc1n[nH]c(C)c12 (stereo unspecified)	-10
CC1=[N+]([O-])C2(N)CCc3nonc3C2(O)C1 (stereo unspecified)	0
O=C(c1cc2cc3ccc(Cl)cc3nc2o1)N1CCC2(CC1)OCCO2	-1
Cc1cccc(NC(=O)c2c(O)c3c(n(Cc4ccco4)c2=O)CCCC3)n1	-6
CN[C@@H](C)[C@H](O)c1ccccc1	-7
Cc1sc2c(c1C)C(c1cccs1)=NCC(=O)N2CC(=O)NCc1cccs1	1
CCOC(=O)C1C2NC(=S)N(c3ccc(OCC)cc3)C1(C)Oc1ccc(Br)cc12 (stereo unspecified)	-1
Clc1ccc(N2CC3CCC(C2)N3)nn1	-12
COCCOC(=O)c1c(C)oc2ccc(OC(=O)N(C)C)cc12	4
N=C1c2ccccc2CN1CC(F)(F)F	6
CC(=O)N1CN2CN(C(C)=O)CC(C(=O)c3ccccc3)(C2)C1	0
CCCCn1c(O)c(C(CC)=Nc2ccc(C(=O)O)cc2)c(=O)[nH]c1=O	-1
O=C(CNS(=O)(=O)c1cccs1)N1CC2CC(C1)c1cccc(=O)n1C2 (stereo unspecified)	-15
CC(C)OC(=O)C1C(C(=O)OC(C)C)C23c4ccccc4C2c2ccccc2C13 (stereo unspecified)	-1
O=[N+]([O-])C12C=CCC([N+](=O)[O-])(CN(CCO)C1)C2 (stereo unspecified)	-5
Cc1c(Cl)c([N+](=O)[O-])nn1CC(=O)Nc1ccc(Cl)cc1C(=O)c1ccccc1	-7
CCOc1ccc(-n2c(C=Cc3ccc(OC)cc3)nc3ccccc3c2=O)cc1	-3
COc1ccc(-n2nc(C(F)(F)F)cc2-c2ccc(Cl)cc2)cc1	-6
O=c1c2ccccc2nc(-c2ccccc2)n1-n1cccc1	4
CC(=O)c1c(O)n(C2CCCCCC2)c(=O)[nH]c1=O	-25
CC(=O)N(C1=NCCCS1)c1ccccc1F	-5
CCOC(=O)C1=C(NC(=O)Cc2ccccc2)c2ccccc2CC12CCCCC2	-3
Later entries.
SMILES	14-3-3 PPI
Cn1c(=O)cc(SCC(=O)N2CCC3(CC2)OCCO3)c2ccc(Cl)cc21	-1
COCCNC(=O)c1c(NC(=O)c2ccco2)n(Cc2ccccc2)c2nc3ccccc3nc12	-15
O=C(Nc1ccc(Cl)cc1C(=O)c1ccccc1Cl)c1cc(=O)c2ccccc2o1	-1
COc1ccccc1OCCCn1cc(C(=O)c2ccco2)c2ccccc21	-7
COC(=O)C(O)(c1c[nH]c2ccccc12)C(F)(F)F (stereo unspecified)	-4
O=[N+]([O-])c1ccc(O[C@@H]2O[C@H](CO)[C@@H](O)[C@H](O)[C@H]2F)c([N+](=O)[O-])c1	2
COc1cc(NC(=O)CN2C(=O)CN=C(c3ccccc3Cl)c3cc(Cl)ccc32)cc(OC)c1	-3
Cc1ccc2c(c1)Sc1ccc(C)cc1S2	-54
Cc1ccc(C)c(CN2CCC(n3nnc4cc(F)ccc43)CC2)c1	4
CCCCn1c(=O)c(C(=O)Nc2c(C)cccc2C)c(O)c2ccccc21	2
CCN1CCN(c2ccc([N+](=O)[O-])cc2)CC1	4
O=C(O)CC[N+](=O)[O-]	-9
COc1cc(C=Cc2nc3ccccc3c(=O)n2-c2ccc(Br)c(C)c2)ccc1O	-6
CN1C(=O)CC2(CNC(=O)C2)C1=O (stereo unspecified)	-12
O=C(O)C(O)(c1ccccc1)C1CCCC1 (stereo unspecified)	-13
CC(Cc1ccccc1)[n+]1cc(/N=C(\N)[O-])on1 (stereo unspecified)	6
CC(=O)N1CC(=O)Nc2ccc(Cl)cc2C1c1ccc(F)cc1 (stereo unspecified)	0
C[N+]1(C)C2CC(OC(=O)[C@H](CO)c3ccccc3)CC1C1OC12 (stereo partly specified)	4&-2
C/C=C(/C)C(=O)O[C@H]1C(C)=C2[C@H]([C@@H]1OC(=O)CCCCCCC)[C@@](C)(OC(C)=O)C[C@H](OC(=O)CCC)[C@@]1(O)[C@H]2OC(=O)[C@@]1(C)O	-2
O=c1[nH]c(=O)n(Cc2ccccc2)c(O)c1C=NCCN1CCNCC1	-5
O=c1c2ccccc2nc(C=Cc2ccccc2)n1-c1ccccc1I	0
Cc1nccc2c1[nH]c1ccccc12	-3
Cc1cc(NC(=O)COC(=O)c2c(C)nn(Cc3ccccc3)c2Cl)no1	-13
Cc1ccc(N2C(=O)CC(=O)NC2=O)cc1	3
COc1ccc(-n2c(C=Cc3cccc(F)c3)nc3ccccc3c2=O)c(OC)c1	-4
Cc1cc(-n2c(C=Cc3cccc(O)c3)nc3ccccc3c2=O)ccc1Br	2
NC(=O)CN1CCCC1=O	1
O=C1NC(=O)C2(OC(=O)C(=O)/C2=C(/O)c2ccccc2)C(=O)N1	12
O=C1C2Cc3ccccc3CN2C(=S)N1c1ccc([N+](=O)[O-])cc1 (stereo unspecified)	4
c1ccc2c(CN3CCN(C4CCCCC4)CC3)c[nH]c2c1	-8
Cc1ccc(NC(=O)CN2C(=O)CN=C(c3ccccc3Cl)c3cc(Cl)ccc32)cc1F	0
O=C(O)C1CSC(c2cccnc2)N1 (stereo unspecified)	-22
c1ccc(NC2=NCCCS2)cc1	-5
Cn1c(O)c(C=Nc2ccc(Cl)cc2)c(=O)n(C)c1=O	4
Cc1ccc(-n2c(C=Cc3ccccc3F)nc3ccccc3c2=O)cc1F	1
c1ccc2c(CN3CCCCCCC3)c[nH]c2c1	-2
Cc1ccc(Cl)cc1-n1c(C=Cc2ccc(F)cc2)nc2ccccc2c1=O	-2
OC1CCCCC1N1CCC(c2ccccc2)CC1 (stereo unspecified)	0
O=C1NC(=O)[C@]2(Cc3ccccc3N3CCN(c4ccccc4)CC32)C(=O)N1Cc1ccccc1 (stereo partly specified)	0
COc1cc2[nH]c(=O)n(-c3cccc(Cl)c3)c(=O)c2cc1OC	-3
O=C1CSC(c2ccccc2)c2c(n(C3CCCC3)[nH]c2=O)N1 (stereo unspecified)	3
C1CN2C(C3CC3)N2C1 (stereo unspecified)	-8
O=C1NC(=O)C2(C(=O)N1)C(c1cccc(Br)c1)NC(=O)NC2c1cccc(Br)c1 (stereo unspecified)	-1
CCCc1ccc2[nH]cc(CCN)c2c1	2
CC(Cc1ccccc1)NCC(=O)Nc1cc(N(C)C)nc2ccccc12 (stereo unspecified)	-2
O=c1c2ccccc2nc(C=Cc2cccc3ccccc23)n1-c1cccc(F)c1	-1
C[C@]12CC[C@H](OS(=O)(=O)O)CC1=CC[C@@H]1[C@@H]2CC[C@]2(C)C(=O)CC[C@@H]12	-4
COC(=O)[C@@H](N)CCCN=C(N)N[N+](=O)[O-]	0

3 entries from above, field by field.
> O=C1NC(=O)[C@]2(Cc3ccccc3N3CCN(c4ccccc4)CC32)C(=O)N1Cc1ccccc1 (stereo partly specified)
  14-3-3 PPI: 0

> COc1cc2[nH]c(=O)n(-c3cccc(Cl)c3)c(=O)c2cc1OC
  14-3-3 PPI: -3

> O=C1CSC(c2ccccc2)c2c(n(C3CCCC3)[nH]c2=O)N1 (stereo unspecified)
  14-3-3 PPI: 3

(next part)
SMILES	14-3-3 PPI
CN(C)CP(=O)(Nc1ccccc1)N(C)C (stereo unspecified)	-2
Cc1ccc(-n2c(=S)[nH]c3cc(Cl)ccc3c2=O)cc1C	1
CCCNS(=O)(=O)c1ccc(OCC(=O)N2CCN(Cc3ccc4c(c3)OCO4)CC2)cc1	6
CC(C)(N)Cc1ccc(Cl)cc1	4
COC(=O)C(O)(c1ccc2c(c1)CCCN2)C(F)(F)F (stereo unspecified)	-5
CCOC(=O)C1=C(C)OC(N)=C(C(=O)OCC)C12C(=O)N(C)c1ccccc12 (stereo unspecified)	-12

5 of the compounds above, bar-delimited.
Molecule | 14-3-3 PPI
COC(=O)CC1=C(C(=O)OC)C2(C(=O)Nc3ccccc32)C(C(=O)OC)=C(N)O1 (stereo unspecified) | -10
Cc1ccc(S(=O)(=O)N2CCCC(C(=O)N3CCC4(CC3)OCCO4)C2)cc1 (stereo unspecified) | -6
O=c1c2ccccc2nc(C=Cc2ccccc2F)n1-c1ccc(O)cc1 | -10
Cc1c2cnn(CC(=O)N3CCC4(CC3)OCCO4)c(=O)c2c(C)n1Cc1ccc(F)cc1 | -7
CC1(C)CC(n2[nH]c(=O)c3c2NC(=O)CSC3c2ccccc2)CCO1 (stereo unspecified) | 1

High-throughput results from PubChem BioAssay.
